UHRF1 MBD2 ctr = UHRF1 methyl-DNA binding inhibition | inhibition, % at 4.4 µM | Q96T88 | hit rate 0.75% among 370,000 | UHRF1 binding to methylated oligo, TR-FRET; in the data active = inhibition above about 21%;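 note: UHRF1 SRA domain binding a hemimethylated CpG hairpin DNA probe; 0% = median of test compound wells and 100% = reference inhibitor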
LEDGF integ inh = blocks HIV-1 LEDGF/p75-dependent DNA integration; hit rate 0.64% among 370,000; TR-FRET IN-LEDGF/p75 DNA integration, Eu/Cy5; inhibition, % at 3.7 µM; AID 743269;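 active = inhibition above the screen-wide mean plus 3 SD, cut at about 13% in these data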;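 note: signal is the Cy5 over europium emission ratio at 671 and 618 nm; 0% = plate median of compound wells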
DDE Tn7 FP inh = disrupts Tn7 cyclic peptide binding to fibrin D-Dimer-E complex | P02675 | inhibition, % at 8.3 µM | hit rate 0.13% among 370,000 | FP displacement of FITC-Tn7 peptide from fibrin DD(E); 0% = median of compound wells per plate | AID 720508;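 active = inhibition above the mean of compounds falling within the control limits plus 3 SD of them, cut at about 14% in these data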;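 note: 0% = plate median of compound wells and 100% = 10 µM Aha-Tn7 peptide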
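system = human fibrin DD(E) protein | quantity = DD(E) 2 µM final | medium = Tris/NaCl/CaCl2 buffer, pH 7.8 | also added = labelled Tn7 tracer, 0.1 µM | compound dosing = single point at 8.3 µM | timing = compound with protein 10 min, then 3 h after probe, room temperature | signal = FP measurement | benchmarks = Aha-Tn7 high control | repeats = one replicate per compound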
SIAE primary = blocks human sialic acid acetylesterase; Q9HAT2; SIAE FP-Rh probe binding, fluorescence polarization; inhibition, % at 9.66 µM; hit rate 0.69% among 370,000;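 active = inhibition above a cutoff: mean of compounds within the control limits plus 3 SD of those, cut at about 17% in these data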;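 note: 0% = plate median of compound wells and 100% = probe without SIAE protein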
Target sequence (Q9HAT2 whole entry, looked up): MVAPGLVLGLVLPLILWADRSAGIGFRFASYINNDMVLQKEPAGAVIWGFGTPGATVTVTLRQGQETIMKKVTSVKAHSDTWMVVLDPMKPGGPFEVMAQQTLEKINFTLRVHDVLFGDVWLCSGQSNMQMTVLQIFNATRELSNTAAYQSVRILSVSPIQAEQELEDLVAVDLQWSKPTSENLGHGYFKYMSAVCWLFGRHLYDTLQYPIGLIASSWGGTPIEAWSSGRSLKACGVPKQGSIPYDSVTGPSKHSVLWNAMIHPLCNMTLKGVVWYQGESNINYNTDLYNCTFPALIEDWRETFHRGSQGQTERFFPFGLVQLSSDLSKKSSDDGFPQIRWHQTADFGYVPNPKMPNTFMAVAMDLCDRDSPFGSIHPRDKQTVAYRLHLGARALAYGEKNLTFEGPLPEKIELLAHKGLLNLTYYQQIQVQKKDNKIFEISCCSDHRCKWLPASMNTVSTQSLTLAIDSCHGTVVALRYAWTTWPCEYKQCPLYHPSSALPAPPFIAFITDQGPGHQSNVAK
DDE Tn6 FP inh = DD(E)-Tn6 binding inhibition, primary FP screen; P02675; Fibrin DD(E) TRITC-Tn6 fluorescence polarization displacement; inhibition, % at 8.3 µM; hit rate 0.21% among 370,000;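 active = inhibition above a per-campaign cutoff: mean of compounds within control limits plus 3 SD, cut at about 15% in these data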;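 note: 0% = median of all compound wells on the plate and 100% = blocking peptide control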
TCR-CD3 inh = blocks the human TCR-CD3 interaction; TAMRA-labeled TCR probe fluorescence, biochemical; inhibition, % at 9.4 µM; hit rate 0.37% among 360,000; AID 651800; in the data active = inhibition above about 19%;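 note: recombinant mutant TCR 2C K166C tagged with TAMRA read by polarization; 0% = receptor in buffer alone and 100% = receptor with positive control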
proKLK7 act = activators of human kallikrein-7 zymogen. hit rate 0.9% among 370,000. activation, % at 7 µM. purified proKLK7, EDANS-DABCYL substrate fluorescence; 100% is mature enzyme control, 0% vehicle;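 active = activation above the mean of all tested compounds plus 3 SD, computed per campaign excluding outliers beyond control limits, cut at about 13% in these data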
Target sequence (P49862 whole entry, looked up): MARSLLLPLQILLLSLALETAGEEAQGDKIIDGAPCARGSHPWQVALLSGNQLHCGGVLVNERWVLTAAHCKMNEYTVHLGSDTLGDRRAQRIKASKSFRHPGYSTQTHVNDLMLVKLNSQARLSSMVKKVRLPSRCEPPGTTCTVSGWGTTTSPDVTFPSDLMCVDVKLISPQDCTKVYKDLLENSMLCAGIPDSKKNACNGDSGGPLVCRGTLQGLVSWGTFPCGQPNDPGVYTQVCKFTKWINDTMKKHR
MBD2 inh = inhibitors of human MBD2 binding to methylated oligonucleotide. hit rate 0.31% among 370,000. Q9UBB5. TR-FRET. AID 686964. inhibition, % at 4.4 µM; in the data active = inhibition above about 13%
TDP2 absorb = blocks human TDP2 phosphodiesterase activity; recombinant TDP2, T5PNP hydrolysis, p-nitrophenol absorbance 415 nm; inhibition, % at 12.8 µM; hit rate 0.34% among 370,000;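 active = inhibition above the mean of all tested compounds plus 3 SD, set per campaign, cut at about 25% in these data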;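 note: 0% = DMSO with enzyme and 100% = buffer with substrate but no TDP2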
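System – recombinant human TDP2 · Quantity – TDP2 enzyme at 120 nM final · Doses – single concentration, 12.8 µM nominal, with 1% DMSO · Incubation – 2 h at 37 °C · Measured by – epi absorbance of p-nitrophenol freed from T5PNP by hydrolysis · Read-out – % inhibition relative to enzyme-containing and enzyme-free wells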
PRMT1 FP inh = blocks human protein arginine methyltransferase 1. Q99873. recombinant PRMT1, activity-based probe fluorescence polarization. inhibition, % at 2.79 µM. hit rate 1.3% among 370,000. AID 652257;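 active = inhibition above about 21% made by adding two undisclosed values, limit read from the data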
Starred values were filed as active, the others as inactive; & = joins results of further samples.

item	smiles	UHRF1 MBD2 ctr	LEDGF integ inh	DDE Tn7 FP inh	SIAE primary	DDE Tn6 FP inh	TCR-CD3 inh	proKLK7 act	MBD2 inh	TDP2 absorb	PRMT1 FP inh
1	COc1ccc(C2=Nc3ccccc3N(C(=O)c3ccc4ncccc4c3)C2C(=O)NC(C)(C)C)cc1 (stereo unspecified)	-3	5	2	-3	2	-4	7.9	-3	3	0
2	C[n+]1ccc(/C=C/c2cccs2)cc1	7	0	-5	12	-8	4	0.6	3	-2	-3
3	[O-][n+]1onc2c1CCc1c-2nn(-c2ccccc2Cl)[n+]1[O-]	0	4	2	-3	-5	-2	-0.4	1	9	-2
4	COc1cc(/C=C(\C#N)C(=O)Nc2ccc(SC(F)F)cc2)cc(OC)c1OC	1	4	-4	-7	4	-1	-1.0	-2	3	10
5	COc1ccc(S(=O)(=O)N2CC3C4C=CC(C4)C3C2)cc1 (stereo unspecified)	3	-1	5	2	-3	-3	0.4	5	5	-1
6	COc1cc(C(=O)N2CC(=O)Nc3ccccc32)cc(OC)c1OC	4	0	-4	1	0	2	0.4	-3	-3	0
7	Cc1ccc(-c2cc(-c3ccccc3)c(C#N)c(Br)n2)cc1	2	5	-8	1	-6	7	-0.1	3	11	2
8	CC(C(=O)NCc1cccnc1)c1ccc([N+](=O)[O-])cc1 (stereo unspecified)	2	-2	11	-2	3	-2	-0.3	0	-6	3
9	OCC[C@H]1C[C@H](O)[C@@H](O)[C@@]2(Cc3ccccc3CO2)O1	-2	-1	4	5	9	-7	-0.2	4	6	1
10	CC1(Cc2ccc(OC(F)(F)F)cc2)C(=O)Nc2ccc(OC(F)(F)F)cc21 (stereo unspecified)	-1	-2	-2	-4	6	4	0.1	-3	-8	4
11	O=C(O)C1C2CCC(O2)C1C(=O)Nc1ccc(Cl)cc1F (stereo unspecified)	-1	4	-5	-7	-1	1	-0.5	1	-12	-3
12	Clc1ccc(OCCn2ccnc2)cc1Cl	-4	3	4	1	-5	1	-0.4	-3	-6	1
13	COc1cc(NC(=O)c2ccc3snnc3c2)cc(OC)c1	-1	-1	5	-2	-3	-1	0.8	-2	-3	-3
14	CC(=O)NC1=NN(C(C)=O)C(C)(CCS(=O)(=O)c2ccc(Br)cc2)S1 (stereo unspecified)	1	-4	-3	4	8	1	-0.2	-1	4	-1
15	CN1CCN(C(=O)Nc2cccc(-c3ccccc3)c2)CC1	-1	-3	2	4	1	-5	0.2	7	6	4
16	CCc1ccc(C(C)NC(=O)/C=C/c2ccc(Br)cc2)cc1 (stereo unspecified)	3	-4	2	-3	1	-3	0.9	1	-5	0
17	O=C1CC(N2CCN(S(=O)(=O)c3ccc([N+](=O)[O-])cc3)CC2)C(=O)N1c1ccccc1F (stereo unspecified)	2	6	11	-4	-3	6	0.5	-6	9	-4
18	CCCCn1nnnc1C1(C)CCC(=O)N1CC(F)(F)F (stereo unspecified)	1	-1	1	1	-4	-1	0.0	-2	3	0
19	O=C1NC(=Nc2ccccc2)c2ccc([N+](=O)[O-])cc21	0	1	-6	5	9	15	0.2	3	9	-2
20	Cc1ccsc1C(=O)Nc1nnc(-c2ccco2)o1	-3	-3	3	11	1	5	0.5	-1	8	-1
21	Cc1ccc(S(=O)(=O)NCCCNC(=O)OCc2ccccc2)cc1	0	-1	4	8	1	4	-0.1	2	2	1
22	Cc1ccc(NC(=O)CSc2nc(-c3ccco3)cc(C(F)(F)F)n2)cc1C	-2	-1	-6	5	1	10	3.4	1	10	-3
23	Cc1cccc(NC(=O)C2CC(=O)N(c3ccc4c(c3)OCCO4)C2)n1 (stereo unspecified)	5	1	-12	8	5	-2	0.5	2	6	-5
24	CC1(C(=O)NCc2ccccc2)CN(S(C)(=O)=O)CC(=O)N1CCCN1CCOCC1 (stereo unspecified)	1	6	-5	-3	-7	14	-0.3	-1	3	3
25	C[N+](C)(C)CCCCCCCCCC[N+](C)(C)C	-2	0	11	2	5	3	-0.3	7	7	-2
26	C=CCn1c(=O)c2c(nc3n2CCCN3Cc2ccccc2)n(C)c1=O	25*	6	2	1	4	8	-0.1	15*	14	-6
27	CCCCCCCCN1C(=O)[C@H](CC(=O)NCc2cccc3ccccc23)C[C@@]2(C(=O)OCC)CCCC=C12	1	1	1	-6	1	0	0.0	-2	-4	6
28	CCOc1cc(C(=O)NCc2nnc(SCC(=O)OC)n2C)cc(OCC)c1OCC	0	1	9	-1	-3	0	0.1	-3	2	1
29	COc1ccccc1C(=O)N/C(=C/c1ccccc1)C(=O)Nc1ccc(C(=O)O)cc1	-1	0	1	-6	3	0	-0.8	-1	1	0
30	O=C(COc1coc(CN2CCN(c3ccc(F)cc3)CC2)cc1=O)NC1CCCCC1	-1	1	1	7	3	4	0.3	5	-11	0
31	C[C@@H]1CN([C@H](C)CO)C(=O)c2cc(NC(=O)NC3CCCCC3)ccc2O[C@H]1CN(C)S(C)(=O)=O	-2	1	-8	0	-1	0	-0.2	7	11	-1
32	CN(C)/C=N/c1nc2ncc(-c3ccc(Cl)cc3)c(/N=C/N(C)C)n2n1	2	-5	8	-7	1	0	0.3	4	-11	1
33	CC(Cc1ccccc1)N1C(=O)c2cccc([N+](=O)[O-])c2C1=O (stereo unspecified)	-4	3	0	7	-4	2	0.2	-4	-16	-6
34	COc1cc(C(=O)N/N=C/c2ccc(OC(=O)c3cccc(C)c3)cc2)ccc1O	1	-2	3	12	-16	-1	0.1	2	2	-2
35	COc1cccc(CC(=O)OCC(=O)N(C)CC(=O)Nc2ccccc2Cl)c1	1	0	-1	-2	12	5	-0.5	2	7	-2
36	CCCCN1C(=O)C(CC(=O)NCCN2CCOCC2)CC(C(=O)N(C)C)=C1C (stereo unspecified)	2	-3	5	-3	-1	5	0.2	-6	6	-4
37	Cc1csc(NC(=O)CCNC(=O)c2ccc([N+](=O)[O-])cc2)n1	-2	4	-1	-9	2	2	-0.6	-2	1	1
38	Cc1cn(CC(=O)NCc2ccc(N(C)C)cc2)c(=O)[nH]c1=O	-2	-3	4	5	2	-4	0.1	-5	4	2
39	O=C(O)c1cccnc1SCc1cn2cc(Cl)ccc2n1	3	-1	3	-2	10	6	0.0	6	-4	-3
40	CCOC(=O)C1=C(C)Nc2ccccc2N=C1NC(=O)CCCN1C(=O)c2ccccc2C1=O	-1	1	0	0	-6	2	0.4	1	-1	1
41	COc1cccc(NC(=O)CN(C)C(=O)c2cc(S(=O)(=O)Nc3ccccc3OC)ccc2C)c1	-2	3	9	-6	0	10	0.7	-7	3	-9
42	Cc1nc2ccccc2cc1C(=O)N/N=C/c1ccco1	0	-3	4	-5	5	-4	0.3	5	0	1
43	COc1ccc(C2N(c3cc(Cl)ccc3OC)C(=O)C3CCCN32)cc1 (stereo unspecified)	3	1	2	6	-4	6	-0.1	0	3	3
44	COc1ccc(OC)c(NC(=O)CSc2nc3c(c(=O)n(C)c(=O)n3C)n2C)c1	-4	3	-9	11	-6	-3	0.4	-6	-4	0
45	CCN1CCN(C(C(=O)NC2CCCC2)c2ccc(Cl)cc2)CC1 (stereo unspecified)	-2	3	0	-1	-8	-1	-0.6	-4	8	-5
46	COc1ccc(S(=O)(=O)N2CCCCC2C)cc1 (stereo unspecified)	-2	3	-7	-3	9	-1	-0.6	-9	-18	-3
47	COc1cccc(CSc2ccc(S(=O)(=O)N3CCOCC3)cc2C(=O)NCC2CCCO2)c1OC (stereo unspecified)	-1	0	-4	4	-7	1	0.5	3	2	1
48	CCN(Cc1ccc(C#CCCO)cc1)CC1CCCN(CCc2cccc(OC)c2)C1 (stereo unspecified)	2	0	-5	11	-2	-12	0.7	2	-5	2
49	c1ccc(CCCCN2C(Nc3ccccc3)=NC[C@@H]2Cc2ccccc2)cc1	-1	-1	4	4	-1	6	0.6	-3	-6	-2
50	COc1ccc(C2C(C(=O)c3sc(C)nc3C)=C(O)C(=O)N2CCN2CCOCC2)cc1 (stereo unspecified)	-4	-4	3	3	6	1	0.0	-8	1	-2

The list goes on.
item	smiles	UHRF1 MBD2 ctr	LEDGF integ inh	DDE Tn7 FP inh	SIAE primary	DDE Tn6 FP inh	TCR-CD3 inh	proKLK7 act	MBD2 inh	TDP2 absorb	PRMT1 FP inh
51	CN(C)c1ccnc2sc3c(=O)n(-c4ccccc4)cnc3c12	2	-2	5	-4	3	0	0.0	2	3	2
52	O=C(C[n+]1ccsc1)c1ccccc1	-4	1	1	3	-2	1	-0.1	3	7	13
53	C/C(N)=C(/C#N)C(=O)CSc1nnc(Cc2ccccc2F)n1N	-3&-1	1&-1	2&-6	-5&-4	-1&0	5&5	-0.3&0.1	0&1	-4&0	0&0
54	O=C(NCCN1CCOCC1)c1ccc2c(c1)N(Cc1ccccc1)C(=O)c1ccccc1S2	3	-1	5	1	5	8	-0.1	1	17	-1

Reformatted: results already given
4) COc1cc(/C=C(\C#N)C(=O)Nc2ccc(SC(F)F)cc2)cc(OC)c1OC
  UHRF1 MBD2 ctr = 1 | LEDGF integ inh = 4 | DDE Tn7 FP inh = -4 | SIAE primary = -7 | DDE Tn6 FP inh = 4 | TCR-CD3 inh = -1 | proKLK7 act = -1.0 | MBD2 inh = -2 | TDP2 absorb = 3 | PRMT1 FP inh = 10
5) COc1ccc(S(=O)(=O)N2CC3C4C=CC(C4)C3C2)cc1 (stereo unspecified)
  UHRF1 MBD2 ctr = 3 | LEDGF integ inh = -1 | DDE Tn7 FP inh = 5 | SIAE primary = 2 | DDE Tn6 FP inh = -3 | TCR-CD3 inh = -3 | proKLK7 act = 0.4 | MBD2 inh = 5 | TDP2 absorb = 5 | PRMT1 FP inh = -1
6) COc1cc(C(=O)N2CC(=O)Nc3ccccc32)cc(OC)c1OC
  UHRF1 MBD2 ctr = 4 | LEDGF integ inh = 0 | DDE Tn7 FP inh = -4 | SIAE primary = 1 | DDE Tn6 FP inh = 0 | TCR-CD3 inh = 2 | proKLK7 act = 0.4 | MBD2 inh = -3 | TDP2 absorb = -3 | PRMT1 FP inh = 0
